# NPYLR7 agonist: agonists of mosquito NPYLR7 receptor, primary screen, cell-based, Aedes aegypti, calcium fluorescence, mosquito biting behavior; Aedes aegypti neuropeptide Y-like receptor 7 (NPYLR7); HEK293T NPYLR7/Galpha15, GCaMP6s calcium fluorescence; activation, % at 10 µM; hit rate 0.15% among 270,000; in the data active = activation above about 40%;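 also: 0% = vehicle and 100% = reference agonist at the receptor; some compounds past the cut are filed as inactive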
# mcGAS lum: cyclic GMP-AMP synthase inhibitors, mouse, primary biochemical chemiluminescence. recombinant cGAS, Kinase-Glo ATP depletion luminescence. AID 1259399, 2018. Q8C6L5. hit rate 0.15% among 160,000. inhibition, % at 12.5 µM;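 also: 0% = negative control wells and 100% = reference inhibitor with no enzyme activity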
# hcGAS inh: Primary biochemical luminescence assay for human cyclic GMP-AMP synthase inhibitors | Q8N884 | recombinant h-cGAS, ATP depletion, Kinase-Glo luminescence | inhibition, % at 12.5 µM | hit rate 0.081% among 290,000 | AID 1259398, 2018;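 also: 0% = vehicle reaction and 100% = reaction without DNA for no activity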
# Target sequence (Q8N884 whole entry, looked up): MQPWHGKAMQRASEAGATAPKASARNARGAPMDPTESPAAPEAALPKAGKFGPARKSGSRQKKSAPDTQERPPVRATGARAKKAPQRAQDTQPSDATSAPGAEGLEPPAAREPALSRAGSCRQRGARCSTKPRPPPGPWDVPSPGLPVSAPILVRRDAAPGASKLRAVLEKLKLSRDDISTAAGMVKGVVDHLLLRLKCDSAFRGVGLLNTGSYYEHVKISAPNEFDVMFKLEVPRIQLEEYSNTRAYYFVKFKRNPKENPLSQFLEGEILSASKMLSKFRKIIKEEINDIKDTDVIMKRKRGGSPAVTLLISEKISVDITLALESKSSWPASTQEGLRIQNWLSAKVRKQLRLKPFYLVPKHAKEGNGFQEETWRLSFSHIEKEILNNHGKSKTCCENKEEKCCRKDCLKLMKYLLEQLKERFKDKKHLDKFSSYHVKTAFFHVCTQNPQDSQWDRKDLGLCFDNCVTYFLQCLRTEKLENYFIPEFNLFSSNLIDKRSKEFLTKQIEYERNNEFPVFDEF
# * = called active by the depositor; / = not tested or not shown. Rule as the data show it, unless noted: active = inhibition above about 40%; inactive = the rest.
1: COc1ccc(OC)c(C2SCCN2C(=O)NC2CCCCC2)c1 (stereo unspecified)
2: CC(C)n1c(=O)c(C(=O)N2CCOCC2)cc2cccnc21
3: Cc1ccc(CN2C(=O)C(C)(C)ON=C2c2ccco2)cc1
4: CCCN(Cc1ccc(OC)cc1)C(=O)c1ccc2nccnc2c1
5: O=C(NCCNC(=O)[C@H]1CCCN1S(=O)(=O)c1ccc(Br)cc1)c1ccc(F)cc1
Screen / compound no.	1	2	3	4	5
NPYLR7 agonist	-5	0	10	0	27
mcGAS lum	-4	-4	/	-8	-8
hcGAS inh	-4	-4	-5	-2	-6

6: CC/C=C/CC(=O)N(Cc1ccncc1)C(C)CC (stereo unspecified)
7: Cn1c(-c2ccc(-c3nccn3CCc3cnc[nH]3)o2)nc2ccccc21
8: Cc1cc(C)cc(-n2ncc3c2CCCC3NC(=O)/C=C/c2cccnc2)c1 (stereo unspecified)
9: COc1cc2c(cc1OC)C(c1ccccc1Cl)N(C(=O)c1ccc(F)cc1)CC2 (stereo unspecified)
10: CCCCN(Cc1cccn1Cc1cccc(F)c1)C(=O)Nc1ccccc1C(F)(F)F
Screen / compound no.	6	7	8	9	10
NPYLR7 agonist	3	1	-10	10	-1
mcGAS lum	-14	-9	0	-7	1
hcGAS inh	-4	-5	1	-6	-10

# Record cards, from the list above:
# `Cc1cc(C)cc(-n2ncc3c2CCCC3NC(=O)/C=C/c2cccnc2)c1` (stereo unspecified) reads NPYLR7 agonist = -10; mcGAS lum = 0; hcGAS inh = 1
# `COc1cc2c(cc1OC)C(c1ccccc1Cl)N(C(=O)c1ccc(F)cc1)CC2` (stereo unspecified) reads NPYLR7 agonist = 10; mcGAS lum = -7; hcGAS inh = -6
# `CCCCN(Cc1cccn1Cc1cccc(F)c1)C(=O)Nc1ccccc1C(F)(F)F` reads NPYLR7 agonist = -1; mcGAS lum = 1; hcGAS inh = -10

# Further compounds follow:
11: NC(=O)NC(CC(=O)NCc1cccnc1)c1ccc(Cl)cc1 (stereo unspecified)
12: COc1ccc2nc(-c3ccc(NS(=O)(=O)c4cc(C)ccc4C)cc3)cn2n1
13: CCn1c(SCC(=O)N/N=C\c2cc(Br)ccc2OC)nc2ccccc21
14: CC(C)S(=O)(=O)c1cccc(C(=O)N(Cc2ccncc2)c2nc3ccc(F)cc3s2)c1
15: CN1CCCC2(CC1)CCN(S(=O)(=O)c1ccccc1F)CC2
Screen / compound no.	11	12	13	14	15
NPYLR7 agonist	-3	-8	2	-2	4
mcGAS lum	/	-10	-6	-9	-8
hcGAS inh	-11	-7	-4	-11	-6

16: Cc1ccc(-c2c(-c3ccccc3)ncn2CCN2CCCC2=O)c(F)c1
17: COC(=O)c1ccc(CN(Cc2ccco2)Cc2ccc(C)s2)o1
18: Cc1ccc(-c2csc(C(N)=O)c2)c(-n2cccn2)c1
19: CC(NC(=O)N(C)Cc1ncnn1C)c1ccc(C(C)(C)C)cc1 (stereo unspecified)
20: COc1ccccc1CCn1cnc(-c2ccccc2)c1-c1nccn1C
Screen / compound no.	16	17	18	19	20
NPYLR7 agonist	-4	-3	3	2	9
mcGAS lum	/	/	-8	/	-17
hcGAS inh	-14	-7	-4	-6	-3

# Among those listed so far, six have fluorine:
5: O=C(NCCNC(=O)[C@H]1CCCN1S(=O)(=O)c1ccc(Br)cc1)c1ccc(F)cc1
9: COc1cc2c(cc1OC)C(c1ccccc1Cl)N(C(=O)c1ccc(F)cc1)CC2 (stereo unspecified)
10: CCCCN(Cc1cccn1Cc1cccc(F)c1)C(=O)Nc1ccccc1C(F)(F)F
14: CC(C)S(=O)(=O)c1cccc(C(=O)N(Cc2ccncc2)c2nc3ccc(F)cc3s2)c1
15: CN1CCCC2(CC1)CCN(S(=O)(=O)c1ccccc1F)CC2
16: Cc1ccc(-c2c(-c3ccccc3)ncn2CCN2CCCC2=O)c(F)c1
Screen / compound no.	5	9	10	14	15	16
NPYLR7 agonist	27	10	-1	-2	4	-4
mcGAS lum	-8	-7	1	-9	-8	/
hcGAS inh	-6	-6	-10	-11	-6	-14

# Next part:
21: Cc1[nH]n(-c2ccccc2)c(=O)c1N=Nc1ccccc1C(=O)O
22: Cc1cccc(NC2=CC(=O)N(C)C2=O)c1
23: CCOC(=O)N1CCN(C(=O)c2ccc(CSc3nc(Cl)cc(N4CCN(c5cccc(Cl)c5)CC4)n3)cc2)CC1
24: COc1cccc(C2CC(c3cccs3)=NN2C(=O)C(OC)c2ccccc2)c1O (stereo unspecified)
25: CCCc1[nH]n(-c2cccc(Cl)c2)c(=O)c1C1=C([n+]2ccc(C)cc2)C(=O)N(C(C)C)C1=O
Screen / compound no.	21	22	23	24	25
NPYLR7 agonist	-6	4	-2	16	-2
mcGAS lum	-2	/	-4	-5	-13
hcGAS inh	6	-1	-9	-6	-14

26: CCOc1ccc(N2CC(C(=O)Nc3ccc(S(=O)(=O)NCc4ccco4)cc3)CC2=O)cc1 (stereo unspecified)
27: N#Cc1ccccc1CSc1nnc(C2CC2)n1C1CC1
28: O=C(/C=C/c1cccc(S(=O)(=O)Nc2ccccc2)c1)NO
29: Nc1ccc(C(O)(C(F)(F)F)C(F)(F)F)cc1
30: CC1CC(C)CN(S(=O)(=O)c2cc(S(C)(=O)=O)ccc2Cl)C1 (stereo unspecified)
Screen / compound no.	26	27	28	29	30
NPYLR7 agonist	11	0	0	3	1
mcGAS lum	-3	/	-10	/	/
hcGAS inh	-7	-6	-11	-5	-5

31: O=C(c1ccco1)N1CCCN(Cc2ccc(-c3ccn[nH]3)o2)CC1
32: CCC(NC(=O)c1cn[nH]c1-c1ccccc1)c1ccnn1C (stereo unspecified)
33: COc1ccc(CCN(C)C(=O)c2ccc(CSc3nc(Cl)cc(N4CCCC4)n3)cc2)cc1OC
34: COCc1ccc(C(=O)N(C)CC2CCCN(CCc3ccccc3F)C2)o1 (stereo unspecified)
35: Cc1cc(C)cc(NC(=O)CSc2nc(=O)n(Cc3ccncc3)c3c2CCC3)c1
Screen / compound no.	31	32	33	34	35
NPYLR7 agonist	-3	14	18	7	-5
mcGAS lum	/	/	-5	/	-10
hcGAS inh	-2	-4	-16	-10	-9

36: COc1ccc2cc(C(=O)Nc3ccc4c(c3)OC3(CCCCC3)O4)[nH]c2c1
37: Cc1[nH]cnc1CN1CCCN(c2nc3ccccc3s2)CC1
38: O=C(CCN(CCc1ccccc1)c1nc(-c2ccc(F)cc2)nc2cc(Cl)ccc12)NCCN1CCOCC1
39: CCc1nc(N2CC[C@@H](N3CCC(O)CC3)[C@H](O)C2)ncc1C
40: COc1cc2c(cc1OC)[C@H](C)N(CC1C(=O)O[C@@H]3C[C@@]4(C)CCC[C@H](C)[C@@]45OC5[C@H]13)CC2 (stereo partly specified)
Screen / compound no.	36	37	38	39	40
NPYLR7 agonist	-4	2	21	0	-1
mcGAS lum	/	-19	-8	/	0
hcGAS inh	-3	-5	-1	-8	-4

41: COC(=O)c1ccc(COC(=O)CNC(=O)c2ccc(C)s2)cc1
42: CCN1CCN(c2nc(Nc3ccccc3)nc(N)c2[N+](=O)[O-])CC1
43: O=C(Nc1c(C(=O)N2CCOCC2)oc2ccccc12)c1cc2c(s1)CCC2
44: CN[C@@H]1C(O[C@H]2O[C@H](CO)[C@@H](N)[C@H](O)[C@H]2O)O[C@H]2C[C@@H](N)[C@@H](O[C@H]3[C@H](O)[C@@H](O)[C@H](N)C[C@@H]3N)OC2[C@@H]1O (stereo partly specified)
45: CCc1nc2ccc(C(=O)N3CCN(S(=O)(=O)CC)CC3)cn2c1N(C)CCCc1ccccc1
Screen / compound no.	41	42	43	44	45
NPYLR7 agonist	-6	2	0	17	18
mcGAS lum	/	-4	-14	/	-2
hcGAS inh	-1	-2	-11	-11	-4

46: Cc1cccc(OCCNC(=O)c2cc(-n3cnnc3)ccc2Cl)c1
47: Cc1c(CNC(C)c2ccc(F)cc2)cc(C#N)n1C (stereo unspecified)
48: Cc1ccccc1-n1c(SC(C)C(N)=O)nnc1-c1cccnc1 (stereo unspecified)
49: Cc1ccc(SC(C)C(=O)N(C)Cc2snnc2C)cc1 (stereo unspecified)
50: c1ccc(CN2CCN(CCNc3nc(CN4CCOCC4)nc4sc5c(c34)CCC5)CC2)cc1
Screen / compound no.	46	47	48	49	50
NPYLR7 agonist	7	-2	-2	2	9
mcGAS lum	/	-8	/	/	-8
hcGAS inh	-3	-5	6	-2	-4

51: CC(C)[C@@H]1CC[C@@H](C)C[C@H]1OCC(=O)N1CCN(Cc2cc(=O)c(OCc3ccc(F)cc3)co2)CC1
52: CC(C)C1CN(C(=O)c2cc(=O)[nH]c3ccccc23)CCC(=O)N1CC1CC1 (stereo unspecified)
53: COc1ccc(OC)c(-c2cccc(-c3ccc(NC(=O)C4CCCCC4)cc3)n2)c1
54: CC(=O)NC1CCCN(C(=O)c2cnn(Cc3ccccc3)c2)C1 (stereo unspecified)
55: Clc1ccc2c(NCCc3ccccc3)nc(-c3cccs3)nc2c1
Screen / compound no.	51	52	53	54	55
NPYLR7 agonist	2	6	-3	1	5
mcGAS lum	1	-13	-7	/	-3
hcGAS inh	2	-5	-6	-9	-4

56: O=C(Nc1cccc2ccccc12)c1c(NC(=O)C(F)(F)F)sc2c1CCCC2
57: Cc1ccc(OCC(=O)Nc2cc(-c3ccco3)nn2-c2nc(C)c(C)c(=O)[nH]2)cc1
58: Cc1ccc(C(=O)N2CCN(Cc3cc(=O)n4ccsc4n3)CC2)c(C)c1
59: COc1ccc(C(O)=C2C(=O)C(=O)N(c3ccccn3)C2c2ccc(Cl)cc2)cc1 (stereo unspecified)
60: Cc1cccc(C(=O)Nc2cccc(NC(=O)C3COCCO3)c2)c1 (stereo unspecified)
Screen / compound no.	56	57	58	59	60
NPYLR7 agonist	5	1	2	13	2
mcGAS lum	3	/	-7	-5	-1
hcGAS inh	-9	0	-4	-4	-1

61: OCC(O)CN1CCN(Cc2csc3ccccc23)CC1 (stereo unspecified)
62: CC(C(=O)Nc1cccc2ccccc12)N1CCc2ccc(O)cc2CC1 (stereo unspecified)
63: CC1(C)NC(=O)N(CC(Br)CBr)C1=O (stereo unspecified)
64: O=S(=O)(c1ccc(CN(CCO)c2ccccc2)cc1)C(F)F
65: COc1ccccc1CNC(=O)c1cc2c(=O)n(C)c(=O)n(C)c2n1Cc1ccccc1
Screen / compound no.	61	62	63	64	65
NPYLR7 agonist	-1	2	2	4	-1
mcGAS lum	/	/	/	/	0
hcGAS inh	-16	-5	-4	-6	0

66: O=S(=O)(NCc1nnnn1C1CCCCC1)c1ccc(Br)cc1
67: O=C(Nc1ccc(Oc2ccccc2)cc1)c1cc2c(=O)n3ccccc3nc2s1
68: Cc1nn(CCO)c(C)c1CN1CCN(C)C2(CCNC(=O)CC2)C1 (stereo unspecified)
69: Cc1c(C)n2c3c(=O)n(C)c(=O)n(C)c3nc2n1-c1ccccc1
70: CCOC(=O)N1CCN(C(=O)CSc2ncnc3ccccc23)CC1
Screen / compound no.	66	67	68	69	70
NPYLR7 agonist	-2	2	/	16	2
mcGAS lum	-6	-7	-6	/	1
hcGAS inh	-3	1	-12	-11	4

71: CC(C)COC(=O)c1nc(Cl)c(Cl)c(N)c1Cl
72: COc1ccc2[nH]cc(C3CCN(S(=O)(=O)c4ccc(Br)cc4OC(F)(F)F)CC3)c2c1
73: c1ccc(CNc2ccccn2)cc1
74: COc1ccc(C)cc1NC(=O)c1cc(Cl)c(Cl)n1C
75: CC(C)NC(=O)c1cc(-c2ccco2)nc2ccccc12
Screen / compound no.	71	72	73	74	75
NPYLR7 agonist	-1	28	-1	7	3
mcGAS lum	/	-6	-2	/	-6
hcGAS inh	0	-12	0	-18	-8

76: CCOC(=O)Cn1c(=NC(=O)c2ccno2)sc2cccc(F)c21
77: CN(C)CC1(O)CCCN(C(=O)c2ccc3ccccc3n2)C1 (stereo unspecified)
78: COc1ccc(Cl)cc1-c1nc(C=Nc2ccc(F)cc2)c(O)o1
79: CC(C)N1C(=O)COCc2ccc(-c3cccc(C#N)c3)cc21
80: CC(=O)NNC(=O)c1[nH]c2ccc(Cl)cc2c1-c1ccccc1
81: Cc1ccc2nc(C)c(C(=O)Nc3ccc(S(=O)(=O)N(C)C)cc3)cc2c1
82: O=C1/C(=C\c2cccs2)CN(CC2CC2)C/C1=C\c1cccs1
83: O=C(O)c1ccc(Br)s1
Screen / compound no.	76	77	78	79	80	81	82	83
NPYLR7 agonist	-4	-3	-6	6	-9	2	5	3
mcGAS lum	-8	-15	-6	/	/	/	/	/
hcGAS inh	-7	0	-5	-3	-8	-8	-4	-5

# Screening data (PubChem)
